# S-ASM inh – blocks human secretory acid sphingomyelinase. P17405. Potency, µM (doses to about 57.5 µM), inactives show at the highest dose activity change, negative = inhibition, actives largely listed as inhibitors. placental ASM, HMU-PC fluorogenic substrate, 60 min. 340,000 compounds, 0.006% hits; note: potency is the fitted concentration of half-maximal effect
# Target sequence (P17405 47-631 limits assumed): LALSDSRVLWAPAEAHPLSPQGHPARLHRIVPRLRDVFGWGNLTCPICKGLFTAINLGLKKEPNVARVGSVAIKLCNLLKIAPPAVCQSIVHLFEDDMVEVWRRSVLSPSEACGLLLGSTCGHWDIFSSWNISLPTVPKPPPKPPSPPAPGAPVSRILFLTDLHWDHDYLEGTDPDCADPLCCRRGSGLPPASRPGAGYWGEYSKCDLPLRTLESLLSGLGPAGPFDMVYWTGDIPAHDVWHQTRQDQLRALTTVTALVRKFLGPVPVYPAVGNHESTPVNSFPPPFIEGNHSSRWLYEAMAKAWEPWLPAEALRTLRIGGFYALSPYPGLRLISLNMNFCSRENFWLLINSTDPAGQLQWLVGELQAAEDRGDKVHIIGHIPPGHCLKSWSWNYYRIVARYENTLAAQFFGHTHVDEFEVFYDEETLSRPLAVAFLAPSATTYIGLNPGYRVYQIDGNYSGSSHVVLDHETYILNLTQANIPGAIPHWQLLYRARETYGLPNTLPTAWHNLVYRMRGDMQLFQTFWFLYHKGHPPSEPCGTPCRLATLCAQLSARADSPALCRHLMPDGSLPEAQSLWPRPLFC
#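 Human placenta-derived ASM enzyme was preincubated with compound for 10 minutes at room temperature, then given fluorogenic substrate HMU-PC0 (9 uM final) for 60 minutes at 37 °C; a pH 10 stop preceded fluorescence reading at Ex 386/Em 447 nm.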
# Tb PFK inh – inhibitors of T. brucei phosphofructokinase | O15648 | T. brucei PFK, ADP-Glo luminescence | Potency, µM (series often up to 57.5 µM), for inactives: at the top dose activity, negative = inhibition, actives largely listed as inhibitors | 330,000 compounds, 0.17% hits;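 note: potency is the fitted concentration of half-maximal effect; 0% = uninhibited 1x PFK enzyme wells and -100% = no-enzyme wells; nearly all actives have a fitted effect of over 60% in size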
#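 Luminescent ADP detection (ADP-Glo, two-step: ATP depletion then ADP-to-ATP conversion for luciferase) reported PFK activity after 45 min room-temperature reaction of 1.25 nM enzyme with 0.5 mM F6P and 0.1 mM ATP at pH 8.0.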
# Mito fusion yeast – blocks mitochondrial division or promotes mitochondrial fusion | S. cerevisiae fusion-defective mutant growth rescue, CellTiterGlo 48 h | Potency, µM (doses to about 46.1 µM), inactives show at the top dose growth rescue (activation), most hits filed as activators | 320,000 compounds, 0.23% hits | AID 485298;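 note: potency is the fitted concentration of half-maximal effect; % of control where 0% means no effect; nearly all actives have a fitted effect of over 45% in size; temperature-sensitive fusion mutants such as fzo1-1 at 37 °C on non-fermentable ethanol glycerol medium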
#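 Temperature-sensitive fusion-defective S. cerevisiae (e.g. fzo1-1, mgm1-5) were grown with compound in YPEG medium (3% ethanol, 3% glycerol) for 48 hours at 37C. Growth rescue was measured as viability by CellTiterGlo luminescence after 10 minutes at ambient.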
# TSHR antagonist – blocks TSH signaling through the human TSH receptor; activity change, negative = inhibition, % at 11.5 µM; TSHR-expressing cells, TSH-stimulated cAMP HTRF, 2 h; stronger effect = lower value; AID 504810; P16473; 330,000 compounds, 0.2% hits;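 active = activity change below a set negative limit, meaning inhibition stronger than a set level, cut at about -70% in these data; inconclusive = activity change between two set negative limits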; note: % is set by controls: 0 for no effect and ±100 for the full control effect
#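 Antagonism was scored as loss of TSH-driven cAMP in TSHR cells, stimulated with 4nM TSH (EC80) for 2 hours at 37 deg C and detected by homogeneous HTRF competition immunoassay.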
# ELG1 repair inh – blocks ELG1-dependent DNA repair in HEK293T cells; HEK293T ELG1-luciferase reporter, luminescence, 16 h; DNA damage induced by 5-fluorouridine; Potency, µM (doses to about 46.1 µM), for the others: top-dose activity change, negative = inhibition, usual class: inhibitors; 330,000 compounds, 2.3% hits; AID 504467; note: potency is the fitted concentration of half-maximal effect; % is set by controls: 0 for no effect and ±100 for the full control effect; nearly all actives have a fitted effect of over 55% in size
#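 HEK293T cells expressing luciferase-tagged ELG1 (2,000/well) received 5-Fluorouridine plus compound or DMSO for 16 hr at 37 °C. Luciferase was read by ONE-Glo luminescence after 30 min at room temperature.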
# BCR signal inh – inhibitors of chronic active B-cell receptor signaling | Potency, µM (top dose mostly 46.1 µM), without a hit: at the highest dose ratio change, negative = lower green/red ratio, usual class: inhibitors | 340,000 compounds, 0.05% hits | ABC-DLBCL IkBa-CBG/CBR reporter, luminescence ratio, 4 h; active = well fitted inhibition curve with a large enough effect in the signal ratio, with a control signal flat, not every such curve was filed as active; inconclusive = small, poorly fitted or top-dose-only effect, or effect the other way, or a change in a side signal; the % refers to the signal ratio;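 note: potency is the fitted concentration of half-maximal effect; plate controls were basal doxycycline-induced cells for no effect and cells given 10 µM MG132 for full effect; MG132 reads +100%, hits lower the ratio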
#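 Compounds up to 46 uM were incubated four hours with TMD8 cells whose green CBG68 luciferase is fused to IkappaBalpha; red CBR luminescence normalised the signal, and concentration-effect curves were fitted to fusion, red and ratio data.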
# Integrin act MD – integrin-mediated muscular dystrophy alleviation activation; alpha7betagal myoblasts, beta-gal FDG fluorescence, 48 h; Potency, µM (series often up to 38.3 µM), without a hit: top-dose activation, usual class: activators; 350,000 compounds, 0.064% hits; AID 624291;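 note: potency is the fitted concentration of half-maximal effect; 100% = response of the positive control SU9516; nearly all actives have a fitted effect of over 60% in size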
#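 Alpha7betagal+/- myoblasts (passage 13) were plated 16-24 hr, then exposed to compounds (1:260 dilution of DMSO stock) for 48 hours at 37C. After MPER lysis, β-galactosidase reporter activity was read as FDG fluorescence (ex 480/em 540) after 30 minutes.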
# AT treatment – potential ataxia-telangiectasia treatment | […] A-T fibroblasts, KAP-1 phosphorylation AlphaLISA; neocarzinostatin DNA damage 30 min before lysis | Potency, µM (titrated, usually from 57.5 µM), inactives show at the highest dose activation, usual class: activators | 320,000 compounds, 0.19% hits | AID 485349; note: potency is the fitted concentration of half-maximal effect; % of control where 0% means no effect; nearly all actives have a fitted effect of over 45% in size
#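 ATM-like activity read as KAP-1 phosphorylation via AlphaLISA donor/acceptor antibody pairs after lysis and 6 hr at 25C. Cells were ATM-null patient fibroblasts ([…], hTERT), dosed 60 min, then exposed to the DSB inducer NCS for 30 min.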
# Eya2 phos inh – Eya2 (human) phosphatase inhibition; Potency, µM (top dose mostly 76.9 µM), without a hit: top-dose activity, negative = inhibition, usual class: inhibitors; O00167; recombinant Eya2, OMFP fluorescence dephosphorylation (OMFP is methylfluorescein phosphate); AID 488837; 330,000 compounds, 0.006% hits; note: potency is the fitted concentration of half-maximal effect; % is set by controls: 0 for no effect and ±100 for the full control effect
#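 Eya2 protein (added as 0.2 uM solution) was preincubated with compound for 10 min at ambient temperature in 50 mM HEPES pH 7.5, 50 mM NaCl, 5 uM MgCl2, 0.05% BSA, 1 mM DTT. OMFP (added at 50 uM) then reacted 10 min; fluorescence read at 485/525 nm.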
# TSG101-PTAP inh – blocks PTAP/TSG101 interaction to inhibit HIV-1 budding; Fluorescence polarization, FITC-PTAP peptide / Tsg101 binding; Potency, µM (series often up to 115 µM), without a hit: top-dose activity change, negative = inhibition, actives largely listed as inhibitors; 340,000 tested, under 10 active; AID 493005; active = well fitted inhibition curve with a large enough effect in the main read-out, with a control signal flat, not every such curve was filed as active; inconclusive = small, poorly fitted or top-dose-only effect, or effect the other way, or a change in a side signal; inactive = no such curve, though single readings can be large or run the other way; note: potency is the fitted concentration of half-maximal effect; % of control where 0% means no effect
# Target sequence (Q99816 whole entry, looked up): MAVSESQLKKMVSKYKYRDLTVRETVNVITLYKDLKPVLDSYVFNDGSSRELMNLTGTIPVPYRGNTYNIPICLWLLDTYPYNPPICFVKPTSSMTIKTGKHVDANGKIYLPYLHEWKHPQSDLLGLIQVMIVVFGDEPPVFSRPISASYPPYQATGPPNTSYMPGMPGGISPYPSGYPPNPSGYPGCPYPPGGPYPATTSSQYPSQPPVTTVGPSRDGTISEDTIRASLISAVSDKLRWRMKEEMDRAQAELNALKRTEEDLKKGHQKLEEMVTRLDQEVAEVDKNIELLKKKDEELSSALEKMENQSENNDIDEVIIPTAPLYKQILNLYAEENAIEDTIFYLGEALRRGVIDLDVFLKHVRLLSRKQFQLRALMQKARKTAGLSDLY
#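 Tsg101 binding domain (10 uM final) was mixed with compound and a FITC-labeled PTAP peptide (50 nM final) in HEPES pH 7.5 buffer with NaCl, Tween 20, EDTA and TCEP; fluorescence polarization was read after 20 min at r.t.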
# TCR activator – activators of T cell receptors; primary human leukocytes, anti-CD3, IL-2 HTRF, 48 h; Potency, µM (top dose mostly 9.22 µM), for the others: at the top dose activation of IL-2 secretion, hits mostly activators; 330,000 tested, under 10 active; AID 504894; note: % of control where 0% means no effect
#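 1) Mix primary human leukocytes, a-CD3 beads and compound. 2) Incubate 48 hr. 3) Add HTRF IL-2 reagents (a-IL-2-K, a-IL-2-d2).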
# Numbers without * were called inactive; ? = inconclusive; . = not tested or not shown; & = joins results of further samples; [ ] = another dose, or the depositor's remark. Unless noted, calls come from the whole dose curve; as a rule, active = well fitted curve in the direction sought with a large enough effect; inconclusive = small, poorly fitted or top-dose-only effect, or another doubt; inactive = no such curve, though single readings can be large; an effect the other way counts as inactive or inconclusive.
SMILES,S-ASM inh,Tb PFK inh,Mito fusion yeast,TSHR antagonist,ELG1 repair inh,BCR signal inh,Integrin act MD,AT treatment,Eya2 phos inh,TSG101-PTAP inh,TCR activator
Cc1ccc(-n2c3c(cc(C(=O)NC4CCSC4=O)c2=O)C(=O)CC(C)(C)C3)cc1 (configuration not stated),-1%,-5%,-2%,-5,-12%,-11%,17%,.,15%,-3%,-3%
COc1ccc(CCN2CC(C(=O)NCC(c3ccccc3)N(C)C)CC2=O)cc1OC (configuration not stated),3%,-2%,.,-2,18%,0%,9%,-6%,1%,-3%,7%[46.1 µM]
CCOc1ccccc1NS(=O)(=O)c1ccc(-n2cccn2)cc1,-1%,-5%,7%,-7,-5%,3%,5%,8%,-1%,-1%,-2%
CCOc1ccc(/C=C2\SC(=S)N(NS(=O)(=O)c3ccccc3)C2=O)cc1OC,?,2%,19%,-19,-2%,9%,-25%,0%,-4%,-1%,1%
Cc1cc(C)n(C(C)CNC(=O)c2ccc3c(c2)OCO3)n1 (configuration not stated),0%,4%,10%,8,12%,-1%,6%,-7%,-3%,1%,-2%
Cc1ccn2c(=O)c(NC(=O)c3cccs3)c(C)nc2c1,0%,0%,-9%,11,16%,5%,25%,-6%,-7%,-8%,-1%
CCCCCC1CCC(C(=O)N2CCOCC2)CC1 (configuration not stated),-1%,-6%,-2%,-4,0%,-4%,7%,-2%,1%,-2%,.
O=C(NCCOc1ccc(F)cc1)C1CCN(S(=O)(=O)c2ccccc2)CC1,2%,2%,0%,-13,-4%,?,-17%,-3%,-11%,.,0%
COC(=O)c1sc(N)c(C(=O)OC)c1COC(=O)c1c(C)noc1C,1%,2%,-4%,-13,?,-7%,-44%,4%,-6%,-2%,0%
O=C(COc1ccccc1)Nc1nnc(S(=O)(=O)N2CCCCC2)s1,2%,1%,2%,5,2%,8%,14%,0%,3%,-1%,-2%
CCCCOc1ccc(C(=O)NCC(=O)NCCCn2nc(C)cc2C)cc1,-2%,0%,-5%,2,-5%,?,-59%[inhibitor],-2%,10%,-1%,-2%
Cc1nc(N2CCOCC2)c2c(C)c(C(=O)Nc3ccc(F)cc3F)sc2n1,-4%,0%,14%,-11,?,0%,15%,-2%,2%,-4%,-2%
O=C1CC(NS(=O)(=O)c2cccs2)CN1c1ccccc1 (configuration not stated),1%,-13%,-5%,-4,1%,7%,5%,1%,16%,-2%,-1%
COc1ccc(CC(=O)NCCN2CCOCC2)cc1,-1%,-11%,-3%,8,14%,-2%,-1%,-16%,10%,8%,0%
CCOc1ccc(C2C(C(=O)c3ccco3)=C(O)C(=O)N2CCCn2ccnc2)cc1OC (configuration not stated),2%,0%,13%,9,?,0%,4%,-5%,13%,-1%,0%
O=C(Nc1cccnc1)c1ccc(COc2cc(Cl)ccc2Cl)o1,-6%,1%,9%,-18,?,-18%,-39%[inhibitor],2%,-6%,-4%,1%
O=C(O)c1ccc(OCCCCCCOC2CCCCO2)cc1 (configuration not stated),-4%,3%,18%,-3,-1%,?,15%,-7%,11%,-3%,-4%
CSc1cccc(NC(C)C(=O)NCc2ccccc2)c1 (configuration not stated),-2%,1%,-1%,13,?,0%,-7%,29%,3%,-5%,9%
CC(C)(C)C(=O)Nc1ccc(C(=O)Nc2cc(NC(=O)c3ccc(NC(=O)C(C)(C)C)cc3)cc(C(=O)O)c2)cc1,-11%,-2%,1%,-3,?,6%,20%,0%,?,1%,.
CCOC(=O)c1cc(C(C)=O)c(=O)n(C)c1N,-2%,-8%,2%,-9,2%,-1%,0%,0%,-4%,-3%,-3%
CCN(CC)CC#CC(OC)(c1ccccc1)c1ccccc1,0%,-3%,-5%,-9,4%,2%,-51%[inhibitor],19%,-2%,-4%,3%
CCC1CCCCN1C(=O)COC(=O)CN(C)S(=O)(=O)c1ccc(NC(C)=O)cc1 (configuration not stated),.,0%,-3%,-3,24%,?,19%,0%,-9%,-4%,8%
FC(F)(F)c1cc(C(F)(F)F)n2nc(-c3sccc3-n3cccc3)cc2n1,-2%,0%,1%,-22,2%,0%,-35%,0%,8%,1%,1%
CCC(C)C(=O)OCC1(c2ccc(C)cc2OC(=O)C(C)C)CO1 (configuration not stated),-2%,-4%,-12%,2,19%,?,-45%,-59%[inhibitor],-20%,-1%,-5%
Cc1c(O)ccc(-c2[nH]ncc2-c2nc3ccccc3s2)c1O,-6%,3%,-1%,-2,?,?,-10%,-1%,3%,4%,0%
Cc1cccc(C)c1NC(=O)CN(C)C(=O)c1ccc(NS(=O)(=O)c2ccc3[nH]c(=O)[nH]c3c2)cc1,5%,-2%,0%,6,8%,-1%,-7%,5%,-3%,-7%,11%
Cc1ccc(NC(=O)c2ccc(F)cc2)cc1S(=O)(=O)N1CCCCCC1,-12%,-7%,22%,-15,16µM*,?,-2%,3%,-4%,-2%,-7%
O=C(O)CCn1cc(/C=C\C(=O)c2ccc(Cl)cc2)c(-c2cccc(Br)c2)n1,2%,-6%,-4%,-32,-14%,?,-16%,2%,-5%,-2%,1%[46.1 µM]
COC(=O)c1cccc(-n2c(CCC(=O)O)ccc2-c2cccs2)c1,5%,12%,4%,-1,18%,7%&21%,0%,0%,?,-8%,-1%
COc1cc(CNc2ncc(-c3ccc(Br)cc3)n2C)cc(OC)c1OC,2%,2%,-6%,-7,-4%,-9%,-32%,1%,3%,-6%,2%
Cc1cc(C)c2[nH]c(O)c(N=NC(=S)NCC3CCCO3)c2c1 (configuration not stated),.,5%,-1%,-3,?,4%,-21%,-1%,6%,-7%,4%[46.1 µM]
Fc1ccc(N/N=C2/CCSc3sccc32)c(F)c1,2%,0%,-5%,2,?,1%,-11%,.,5%,-2%,-6%
CCCCS(=O)(=O)N1CCCC(C(=O)N2CCOCC2)C1 (configuration not stated),2%,0%,2%,0,-6%,6%,11%,0%,-2%,-8%,0%

# In the list so far, 2 have bromine:
SMILES,S-ASM inh,Tb PFK inh,Mito fusion yeast,TSHR antagonist,ELG1 repair inh,BCR signal inh,Integrin act MD,AT treatment,Eya2 phos inh,TSG101-PTAP inh,TCR activator
O=C(O)CCn1cc(/C=C\C(=O)c2ccc(Cl)cc2)c(-c2cccc(Br)c2)n1,2%,-6%,-4%,-32,-14%,?,-16%,2%,-5%,-2%,1%[46.1 µM]
COc1cc(CNc2ncc(-c3ccc(Br)cc3)n2C)cc(OC)c1OC,2%,2%,-6%,-7,-4%,-9%,-32%,1%,3%,-6%,2%

# Single records (already shown). Order of values: S-ASM inh	Tb PFK inh	Mito fusion yeast	TSHR antagonist	ELG1 repair inh	BCR signal inh	Integrin act MD	AT treatment	Eya2 phos inh	TSG101-PTAP inh	TCR activator
# `CCOc1ccc(C2C(C(=O)c3ccco3)=C(O)C(=O)N2CCCn2ccnc2)cc1OC` (configuration not stated) as listed: 2%	0%	13%	9	?	0%	4%	-5%	13%	-1%	0%
# `O=C(O)CCn1cc(/C=C\C(=O)c2ccc(Cl)cc2)c(-c2cccc(Br)c2)n1` as listed: 2%	-6%	-4%	-32	-14%	?	-16%	2%	-5%	-2%	1%[46.1 µM]
# `CC(C)(C)C(=O)Nc1ccc(C(=O)Nc2cc(NC(=O)c3ccc(NC(=O)C(C)(C)C)cc3)cc(C(=O)O)c2)cc1` as listed: -11%	-2%	1%	-3	?	6%	20%	0%	?	1%	.
# `O=C1CC(NS(=O)(=O)c2cccs2)CN1c1ccccc1` (configuration not stated) as listed: 1%	-13%	-5%	-4	1%	7%	5%	1%	16%	-2%	-1%
